# HSF1 inh – HSF1 inhibitors in luciferase reporter cells, primary screen, cell-based, NIH3T3, luminescence. NIH3T3-HGL HSE-luciferase, MG132-induced, luminescence 8 h; stronger effect = lower value. activity change, negative = inhibition, % at 7.5 µM (by protocol). AID 2098, 2009. 300,000 tested, 0.77% active;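 active means more than half of replicate wells show activity change below -50%, luminescence cut by over half; inconclusive means some wells, but at most half, below -50%; inactive means no replicate well below -50%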;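 further: luciferase reports HSF-1 transcriptional activity via heat shock element; 0% = median of DMSO wells and -100% = zero luminescence signal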
# PolyA inh – polyadenylation inhibitors in yeast reporter cells, primary screen, luminescence, S. cerevisiae; S. cerevisiae SKY197-pL101 polyadenylation reporter, beta-gal luminescence; efflux-impaired pdr1/pdr3 knockout yeast; score 100 = 6 SD above DMSO; calls only at 12 µM; 300,000 tested, 0.02% active; AID 1875, 2009;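 active means lowest replicate activity score at least 50, where 100 means six control SD above control mean; inconclusive means lowest score under 50 but half or more replicates reach 50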;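 further: yeast exposed to compound for 9 h at 30 °C; higher score means more reporter readthrough which indicates perturbed polyadenylation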
# GSK3A inh – blockers of GSK3A enzyme activity – biochemical, luminescence, cell-free homogeneous, HTS, primary screen; GSK-3 alpha kinase, ADP-Glo luminescence, 60 min; AID 2650, 2010; inhibition, % at 10 µM; 320,000 tested, 0.1% active;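 in the data active means inhibition above about 50%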;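 further: GST-tagged GSK-3 alpha with peptide substrate and 25 µM ATP; 0% = DMSO neutral wells and 100% = GW8510 positive control wells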
# Target sequence (P49840 whole entry, looked up): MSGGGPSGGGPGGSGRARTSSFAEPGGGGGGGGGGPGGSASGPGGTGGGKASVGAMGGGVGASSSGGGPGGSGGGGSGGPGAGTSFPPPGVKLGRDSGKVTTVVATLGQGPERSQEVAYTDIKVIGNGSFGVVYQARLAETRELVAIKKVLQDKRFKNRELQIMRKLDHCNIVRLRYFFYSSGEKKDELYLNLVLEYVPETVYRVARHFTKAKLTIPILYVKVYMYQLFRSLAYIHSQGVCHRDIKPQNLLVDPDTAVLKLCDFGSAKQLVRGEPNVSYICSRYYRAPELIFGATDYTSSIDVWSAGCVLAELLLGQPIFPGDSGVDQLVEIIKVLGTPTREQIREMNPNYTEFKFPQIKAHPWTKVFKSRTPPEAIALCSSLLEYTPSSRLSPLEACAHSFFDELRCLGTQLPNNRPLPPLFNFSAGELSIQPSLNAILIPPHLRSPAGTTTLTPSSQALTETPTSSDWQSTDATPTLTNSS
# HDAC3 inhib – HDAC3 deacetylase inhibitors, primary screen, biochemical, fluorescence, cell-free homogeneous; 320,000 tested, 0.15% active; inhibition, % at 8.3 µM; recombinant HDAC3, fluorogenic peptide/trypsin coupled; in the data active means inhibition above about 26%, passing the limit was not always enough; inconclusive means no clear call, values can overlap the other calls
# DYRK1A inh – rat Dyrk1A kinase inhibitors, primary screen, biochemical, single point, plate reader; inhibition, % at 12.5 µM; ADP-Glo luminescence, NFATc1 peptide; Dual specificity tyrosine-phosphorylation-regulated kinase 1A (Rattus norvegicus), Q63470; 310,000 tested, 0.43% active; in the data active means inhibition above about 50%;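 further: plate controls were vehicle with enzyme for no effect and no enzyme for full effect; many of its hits are not listed in these tables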
# GSK3beta inhib – human GSK3beta kinase inhibitors, primary screen, biochemical, cell-free homogeneous, HTS; AID 2097, 2009; Glycogen synthase kinase-3 beta (Homo sapiens), P49841; 300,000 tested, 0.038% active; activity score (negative = inhibition), % at 10 µM; GST-GSK3beta kinase, ADP-Glo luminescence, 60 min; stronger effect = lower value;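 active means more than half of replicate wells score below -50%, meaning over 50% inhibition versus plate controls; inconclusive means some replicates but at most half score below -50%; inactive means no replicate scores below -50%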;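 further: 0% = median DMSO wells and -100% = median GW8510 positive control wells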
# Target sequence (P49841 whole entry, looked up): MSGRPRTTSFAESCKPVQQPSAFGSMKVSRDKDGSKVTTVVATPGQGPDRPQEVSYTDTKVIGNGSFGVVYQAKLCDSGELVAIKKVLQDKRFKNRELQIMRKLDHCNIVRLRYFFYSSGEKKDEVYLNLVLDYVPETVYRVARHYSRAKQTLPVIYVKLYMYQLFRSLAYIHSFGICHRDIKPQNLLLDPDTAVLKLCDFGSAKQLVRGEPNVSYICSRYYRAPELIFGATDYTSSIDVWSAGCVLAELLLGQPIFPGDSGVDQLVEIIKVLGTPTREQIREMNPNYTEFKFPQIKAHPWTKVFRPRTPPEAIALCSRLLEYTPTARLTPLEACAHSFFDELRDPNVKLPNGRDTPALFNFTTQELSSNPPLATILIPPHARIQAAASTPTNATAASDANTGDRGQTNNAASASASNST
#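 Test system: GST-tagged human GSK3beta kinase, cell-free; evaluation: activity score scaled between in-plate DMSO and GW8510 controls; measured by: ADP-Glo luminescence; incubation: 60 min reaction, RT; benchmarks: DMSO and 20 µM GW8510; reagent: peptide substrate plus 25 µM ATP (final); medium: Tris/MgCl2 kinase buffer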
# HSP90 inh – HSP90 inhibitors, primary screen, cell lysate, luminescence. inhibition, % at 5.6 µM. Rabbit reticulocyte lysate, luciferase refolding luminescence, 3 h. Heat shock protein HSP 90 (rabbit reticulocyte lysate; luciferase refolding). 290,000 tested, 0.91% active;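 active means inhibition above the screen-wide mean plus 3 SD, computed separately per campaign, cut at about 16% in these data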;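 further: 0% = DMSO wells and 100% = 60 µM geldanamycin wells; inhibitors lower the luminescence because luciferase stays unfolded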
# HSF1 activator – HSF-1 activators, primary screen, NIH3T3-HGL cells, MG132 stress, luminescence, single point | AID 504408, 2011 | NIH3T3-HGL HSF-1 luciferase reporter, 8 h; 100% = twice DMSO control signal | activation, % at 9 µM | 300,000 tested, 1.7% active;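 active means mean replicate activation of at least 50% with a set share of replicates each reaching 50%; inconclusive means only one of those two conditions met; inactive means mean below 50% and too few replicates reaching it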;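 further: 0% = median of the neutral control wells and 100% = twice that signal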
# AI-2 QS mod – Vibrio harveyi AI-2 quorum sensing modulators, primary screen, JMH597 strain, luminescence/OD600 ratio. Vibrio harveyi JMH597 AI-2 luminescence/OD600 ratio, 9 h; stronger effect = lower value; strain lacks LuxN and CqsS sensors; 0 = neutral-control median. activity change, % at 7.5 µM. 300,000 tested, 0.4% active. AID 2094, 2009; in the data active means activity change below about -75%, passing the limit was not always enough; inconclusive means no clear call, values can overlap the other calls;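 further: luminescence divided by OD600 gain over 9 h not by final OD600 alone; inactives centre near 13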
# Platelet DG rel – inhibitors of platelet dense granule secretion, primary screen, cell-based, MLPCN, human platelets | human platelet-rich plasma, SFLLRN dense granule ATP release, luminescence | inhibition, %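 (compounds screened at 7.5 µM in platelet-rich plasma)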 | 300,000 tested, 0.22% active;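 active means mean replicate score, as percent of positive control, at or above 50; inconclusive means mean below 50 but at least one replicate at or above 50; inactive means mean and every replicate below 50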
# Numbers without * were called inactive; i = inactive; ? = inconclusive; / = no result given. This is a subset. The share of hits here may be higher or lower than overall.
1	COC(=O)c1ccc2c(=O)n(NC(C)=O)c(=S)[nH]c2c1
2	Nc1nc(Nc2ccc(Cl)cc2)n[nH]1
3	Cc1ccc(C(C)C)c(OCC(=O)NNC(=O)CC2OC(=O)c3ccccc32)c1 (centres undefined)
4	C#CCOCCOCCOCCNc1nc(N2CCN(C(=O)C(Cc3cc4ccccc4[nH]3)n3cc(C(N)C(C)CC)nn3)CC2)nc(N2CCN(C(=O)C(Cc3cc4ccccc4[nH]3)n3cc(C(N)C(C)CC)nn3)CC2)n1 (centres undefined)
5	O=C(/C=C/c1ccccc1)NC(=S)Nc1ccc(CN2CCOCC2)cc1
6	COc1ccc(C(=O)N[C@H]2COC(C)(C)O[C@H]2c2ccccc2)cc1
7	CCN(CC(=O)NCc1ccc(Cl)cc1)C(=O)CSc1ccccc1F
8	COC(=O)Cc1ccc(NC(=S)NCc2ccc(OC)cc2)cc1
Assay by compound	1	2	3	4	5	6	7	8
HSF1 inh	-2	-9	-10	-4	38	-3	0	1
PolyA inh	i	i	i	i	i	i	i	i
GSK3A inh	0	1	-4	-1	/	0	-1	-2
HDAC3 inhib	?	5	-2	2	8	-3	2	-2
DYRK1A inh	-7	3	6	6	3	-2	5	-3
GSK3beta inhib	1	-1	-1	6	-5	0	0	-2
HSP90 inh	-2	-4	/	8	0	0	/	0
HSF1 activator	10	-3	-6	-16	73*	-2	4	22
AI-2 QS mod	13	8	20	21	-4	2	-5	22
Platelet DG rel	-3	-11	-7	1	1	2	-1	-4

9	Cn1nc(C(C)(C)C)cc1C(=O)NCc1cc(F)cc2c1OCOC2
10	O=C(CN1C(=O)NC(Cc2ccccc2)C1=O)Nc1ccccc1 (centres undefined)
11	CC1CCCC(C)N1/N=C/C=C/c1ccccc1[N+](=O)[O-] (centres undefined)
12	COC(=O)C1=C(C)N(CCCC(=O)O)C(=O)NC1c1ccccc1OS(=O)(=O)c1ccc([N+](=O)[O-])cc1 (centres undefined)
13	CC(C(=O)N/N=C/c1ccc(N(C)C)c(Br)c1)N(c1ccccc1)S(C)(=O)=O (centres undefined)
14	COc1ccccc1CNc1nc2ccccc2n1CCN1CCCCC1
15	Cc1c(S(=O)(=O)N2CCC(C)CC2)c(=O)n(C)c(=O)n1C
16	CN(C1CCCCC1)C(CNS(=O)(=O)c1ccccc1)c1ccccc1 (centres undefined)
Assay by compound	9	10	11	12	13	14	15	16
HSF1 inh	-19	2	22	-1	-8	-3	-5	1
PolyA inh	i	i	i	i	i	i	i	i
GSK3A inh	-2	/	0	3	-4	0	0	2
HDAC3 inhib	2	-10	6	-1	7	5	2	-5
DYRK1A inh	-1	9	/	7	6	-4	/	/
GSK3beta inhib	-7	1	1	-2	0	1	2	-1
HSP90 inh	-1	2	9	/	4	-4	/	-2
HSF1 activator	-15	-1	?	9	-5	-8	3	6
AI-2 QS mod	18	-46	9	-2	13	12	-22	15
Platelet DG rel	-4	-3	-4	-2	-12	9	-16	-4

# Record cards (already shown). Screens in order: HSF1 inh	PolyA inh	GSK3A inh	HDAC3 inhib	DYRK1A inh	GSK3beta inhib	HSP90 inh	HSF1 activator	AI-2 QS mod	Platelet DG rel
# CC(C(=O)N/N=C/c1ccc(N(C)C)c(Br)c1)N(c1ccccc1)S(C)(=O)=O (centres undefined) as listed: -8	i	-4	7	6	0	4	-5	13	-12
# CN(C1CCCCC1)C(CNS(=O)(=O)c1ccccc1)c1ccccc1 (centres undefined) as listed: 1	i	2	-5	/	-1	-2	6	15	-4
# Cn1nc(C(C)(C)C)cc1C(=O)NCc1cc(F)cc2c1OCOC2 as listed: -19	i	-2	2	-1	-7	-1	-15	18	-4
# COc1ccccc1CNc1nc2ccccc2n1CCN1CCCCC1 as listed: -3	i	0	5	-4	1	-4	-8	12	9

# (further entries)
17	CC(=O)N(CN1C(=O)CCC1=O)c1ccc(Cl)c(Cl)c1
18	CC(C)N1CCN(C(=O)c2ccc([N+](=O)[O-])cc2)CC1
19	N#CC1=C(SCC(=O)Nc2ccccc2)NC(=O)CC1c1ccco1 (centres undefined)
20	CNC(=O)CN(c1ccc(F)cc1)S(=O)(=O)c1cc(C)ccc1OC
21	O=C(NC1CC1)C1CC(=O)N(c2ccccc2)C1 (centres undefined)
22	Cc1cccc(NC(=O)NC2(C(=O)NCc3ccco3)CCCCC2)c1
23	O=C(Nc1cccc(Br)c1)c1ccccc1-c1ccccc1
24	CC1(c2ccccn2)Nc2ccccc2-c2nc3ccccc3n21 (centres undefined)
Assay by compound	17	18	19	20	21	22	23	24
HSF1 inh	0	-5	-6	4	3	-3	-1	34
PolyA inh	i	i	i	i	i	i	i	i
GSK3A inh	-1	-1	-1	-1	-1	-3	/	0
HDAC3 inhib	-7	5	3	5	-8	1	/	-92
DYRK1A inh	3	/	3	4	-8	-2	1	1
GSK3beta inhib	3	2	2	1	2	1	2	0
HSP90 inh	-3	/	0	3	-3	2	0	0
HSF1 activator	-3	-12	-12	9	14	-6	5	50
AI-2 QS mod	9	13	25	15	16	3	13	17
Platelet DG rel	-2	-10	1	-3	-9	-11	-5	7

25	CCOC(=O)c1sc(=S)n(-c2cc(F)ccc2F)c1N
26	Cc1ccc(NC=C(S(=O)(=O)c2ccccc2)S(=O)(=O)c2ccccc2)cc1
27	Cc1cc(Cl)c(S(=O)(=O)N2CCN(c3cccc(C)c3C)CC2)cc1OCC(N)=O
28	O=C(CCC1CCCCC1)NC1=NCCS1
29	COC(=O)c1ccc(OC(=O)c2ccccc2F)cc1
30	CCN1CCCC1CNS(=O)(=O)c1c(C)cc(C)cc1C (centres undefined)
31	CCCOCC(O)COc1ccccc1C(=O)N1CCOCC1 (centres undefined)
32	Cc1ccc(/C=N/NC(=O)Cn2nc(C)c([N+](=O)[O-])c2C)o1
Assay by compound	25	26	27	28	29	30	31	32
HSF1 inh	/	4	-10	0	-4	-7	-6	-5
PolyA inh	i	i	i	i	i	i	i	i
GSK3A inh	-1	-1	0	-2	1	-2	4	-2
HDAC3 inhib	-2	-2	?	1	-4	11	9	8
DYRK1A inh	-9	-3	-2	2	/	6	-5	-2
GSK3beta inhib	2	0	-20	-16	1	3	-2	-3
HSP90 inh	-2	3	-2	-3	-4	-3	1	3
HSF1 activator	/	8	14	15	6	14	-9	-21
AI-2 QS mod	13	29	17	1	9	3	3	0
Platelet DG rel	-11	0	0	8	10	7	/	-11

33	C=CCn1sc(=N)c(C#N)c1N
34	O=C(CN1CCOCC1)Nc1nc(-c2ccccc2)cs1
35	COc1ccc(C2=CC3=C(Br)C(=O)C(C)(O)C(=O)C3=CO2)cc1 (centres undefined)
36	CCOc1ccc(N/C(N)=N/c2nc(C)c(C)c(=O)[nH]2)cc1
37	Cc1nc(-c2ccc(C#N)cc2)cs1
38	Cc1ccc(NC(=O)c2c3c(nc4ccccc24)CCC3)cc1S(=O)(=O)N(C)C
39	O=C(CN1C(=O)COc2ccccc21)N(Cc1ccc2c(c1)OCO2)CC1CCCO1 (centres undefined)
40	COc1ccc(CC(=O)O/N=C(\N)c2ccc(Br)cc2)cc1OC
Assay by compound	33	34	35	36	37	38	39	40
HSF1 inh	-1	1	-8	0	-13	-19	-9	-6
PolyA inh	i	i	i	i	/	i	i	i
GSK3A inh	3	-1	0	4	-2	0	-5	-4
HDAC3 inhib	0	-8	2	/	/	-2	0	-4
DYRK1A inh	0	2	4	2	-3	-1	3	-2
GSK3beta inhib	3	-4	2	1	-3	-1	0	-4
HSP90 inh	2	-5	/	-2	2	-5	-1	0
HSF1 activator	-7	5	9	16	8	-29	3	-5
AI-2 QS mod	28	3	38	16	26	18	7	-41
Platelet DG rel	10	-3	-1	0	5	2	-12	-11

# Retrieved by compound from above, two records:
36	CCOc1ccc(N/C(N)=N/c2nc(C)c(C)c(=O)[nH]2)cc1
39	O=C(CN1C(=O)COc2ccccc21)N(Cc1ccc2c(c1)OCO2)CC1CCCO1 (centres undefined)
Assay by compound	36	39
HSF1 inh	0	-9
PolyA inh	i	i
GSK3A inh	4	-5
HDAC3 inhib	/	0
DYRK1A inh	2	3
GSK3beta inhib	1	0
HSP90 inh	-2	-1
HSF1 activator	16	3
AI-2 QS mod	16	7
Platelet DG rel	0	-12

# More structures:
41	CCOc1ccccc1N(CC)C(=O)c1ccc2c(=O)n3c(nc2c1)CCCCC3
42	COc1ccc(CCN2CC(C(=O)N3CCC(O)(c4ccccc4)CC3)CCC2=O)cc1 (centres undefined)
43	Cc1cc(C)cc(N(CC(=O)NCc2cccnc2)S(C)(=O)=O)c1
44	CCN(CCO)Cc1cc(=O)oc2cc3c(cc12)CCC3
45	Cc1ccccc1-c1nc(CN2CCCC(C(=O)NCCCN3CCOCC3)C2)c(C)o1 (centres undefined)
46	COc1ccc(C2=NO[C@@H]3C(=O)N(Cc4ccccc4)C(=O)[C@H]23)cc1OC
47	COc1ccc(C(=O)NNC(=O)c2ccccc2[N+](=O)[O-])cc1Br
48	Cc1ccc2cccc(OCC(=O)c3cc(C)n(Cc4ccco4)c3C)c2n1
Assay by compound	41	42	43	44	45	46	47	48
HSF1 inh	1	-1	1	-5	-1	6	-6	15
PolyA inh	i	i	i	i	i	i	i	i
GSK3A inh	0	2	0	-11	/	-3	-2	-2
HDAC3 inhib	0	0	-1	-5	-2	2	12	1
DYRK1A inh	7	-2	5	/	7	3	-2	/
GSK3beta inhib	-1	-1	8	3	3	3	-22	3
HSP90 inh	-7	-1	0	-1	-4	5	10	-2
HSF1 activator	-5	4	-1	-1	7	20	-2	33
AI-2 QS mod	6	31	12	9	1	46	16	11
Platelet DG rel	-5	5	-3	9	1	4	2	-2

49	C=CCNC(=S)NC(=O)c1oc2ccccc2c1C
50	O=C(CCCCCn1nnc2ccccc2c1=O)Nc1ccccc1F
51	O=C(Nc1ccc2c(c1)OCCO2)C1CC(c2ccccc2Cl)=NO1 (centres undefined)
52	O=c1ccnc(SCCC(F)=C(F)F)[nH]1
Assay by compound	49	50	51	52
HSF1 inh	14	-1	-6	6
PolyA inh	i	i	i	i
GSK3A inh	0	-1	-3	1
HDAC3 inhib	-9	-8	3	-2
DYRK1A inh	-4	-2	-6	-5
GSK3beta inhib	3	-6	1	-1
HSP90 inh	4	3	2	6
HSF1 activator	23	2	3	6
AI-2 QS mod	-2	6	-20	19
Platelet DG rel	0	2	0	2
